Assay outcomes as filed in PubChem BioAssay.
NS3 helicase inh = HCV NS3 helicase inhibition; NS3 helicase DNA unwinding, Cy5 molecular beacon fluorescence; inhibition, % at 10.9 µM; hit rate 0.56% among 290,000;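 active = inhibition above the mean of all tested compounds plus 3 SD, set per campaign, cut at about 35% in these data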;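 also: 0% = DMSO wells and 100% = thioflavine S control wells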
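Material: hepatitis C virus NS3 helicase domain fragment enzyme; measured by: Cy5 fluorescence, 0 and 60 min reads; control set: DMSO and thioflavine S; incubation: 60 min unwinding reaction at 25 °C after ATP addition; read-out basis: % inhibition from 60/0 min fluorescence ratio, DMSO 0%, thioflavine S 100%; repeats: singlicate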
MEKK2 mut-MEK5 = signal of MEK5 binding to mutant human MEKK2 PB1 domain. hit rate 0.35% among 290,000. bead flow cytometry, Alexa488-MEK5 binding to MEKK2 mutant. AID 1530. percent response, % at 10 µM; in the data active = percent response above about 24%, passing the limit was not always enough; also: inactives centre near 1; some results filed as inactive read as strong as hits
MEKK3 PB1 HTS = MEKK3-MEK5 PB1 interaction, increase or decrease | bead-based flow cytometry, Alexa488-MEK5 binding to MEKK3; actives lie on both sides; 0 = blocked by unlabeled MEK5, 100 = vehicle | binding response (% of control), % at 10 µM | hit rate 1.4% among 290,000 | AID 1529;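 active = binding response more than 3 SD above or below the average of its plate-row segment, actives on both sides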;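 also: Alexa488 bead fluorescence after subtracting the streptavidin-only scavenger bead signal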
Target sequence (Q99759 whole entry, looked up): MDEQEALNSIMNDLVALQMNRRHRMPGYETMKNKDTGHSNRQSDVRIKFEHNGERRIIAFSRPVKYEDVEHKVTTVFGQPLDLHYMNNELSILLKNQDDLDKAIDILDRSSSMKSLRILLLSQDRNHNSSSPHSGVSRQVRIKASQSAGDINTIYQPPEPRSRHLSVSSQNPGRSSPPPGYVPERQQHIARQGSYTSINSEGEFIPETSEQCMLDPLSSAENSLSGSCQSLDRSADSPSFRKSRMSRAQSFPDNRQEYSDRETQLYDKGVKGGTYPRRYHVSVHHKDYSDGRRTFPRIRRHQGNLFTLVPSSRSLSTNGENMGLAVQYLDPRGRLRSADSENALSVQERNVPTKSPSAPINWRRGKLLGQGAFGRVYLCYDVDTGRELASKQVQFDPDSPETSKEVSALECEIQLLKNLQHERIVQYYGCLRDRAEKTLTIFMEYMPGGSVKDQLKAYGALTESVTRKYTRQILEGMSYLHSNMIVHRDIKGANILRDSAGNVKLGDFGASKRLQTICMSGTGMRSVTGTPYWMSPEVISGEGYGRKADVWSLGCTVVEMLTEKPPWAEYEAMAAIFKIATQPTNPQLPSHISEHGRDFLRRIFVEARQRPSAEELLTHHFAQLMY
GalR3 antag = antagonists of human GalR3 | HEK293 GalR3-CNG cAMP membrane potential fluorescence; galR3 body fused to GalR1 C-terminus | hit rate 0.44% among 360,000 | inhibition, % at 3 µM;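 active = inhibition above the screen-wide average plus 3 SD, cut at about 13% in these data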;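 also: forskolin and galanin both at EC90 stimulate the cells; cAMP rise reported by CNG channel membrane potential dye signal; 0% = forskolin plus galanin with DMSO and 100% = forskolin alone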
Target sequence (O60755 1-299 limits assumed): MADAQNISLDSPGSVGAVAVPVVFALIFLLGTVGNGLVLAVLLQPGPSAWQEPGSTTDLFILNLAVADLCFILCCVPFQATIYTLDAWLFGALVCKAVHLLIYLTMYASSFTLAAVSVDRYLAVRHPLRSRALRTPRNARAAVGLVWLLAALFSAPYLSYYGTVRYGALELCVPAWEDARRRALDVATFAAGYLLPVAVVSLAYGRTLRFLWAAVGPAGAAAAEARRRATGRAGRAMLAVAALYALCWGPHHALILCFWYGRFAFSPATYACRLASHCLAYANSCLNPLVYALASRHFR
SUMO HTRF inh = blocks human SUMOylation mediated by UBC9; HTRF SUMOylation assay, SAE1/SAE2 + UBC9, in vitro; AID 2006; inhibition, % at 35 µM; P63279; hit rate 0.36% among 290,000; in the data active = inhibition above about 50%, passing the limit was not always enough; also: strong numbers were not always called active
Target sequence (P63279 whole entry, looked up): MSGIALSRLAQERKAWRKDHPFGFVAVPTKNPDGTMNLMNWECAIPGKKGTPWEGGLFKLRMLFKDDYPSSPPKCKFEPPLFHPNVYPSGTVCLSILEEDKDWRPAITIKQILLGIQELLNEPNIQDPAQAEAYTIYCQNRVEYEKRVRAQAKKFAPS
FID counter = counter-screen for HCV NS3 helicase inhibitors: DNA intercalator displacement. AID 1845. inhibition, % at 7.9 µM. DNA fluorescent intercalator displacement, fluorescence. hit rate 0.17% among 290,000; in the data active = inhibition above about 37%;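 also: 0% = vehicle and 100% = reference compound; higher means more ethidium bromide displaced from hairpin DNA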
MEKK2 WT-MEK5 = raises or lowers MEK5 binding to wildtype human MEKK2 PB1 domain. Q9Y2U5. bead flow cytometry, Alexa488-MEK5 binding to MEKK2 WT; actives lie on both sides. binding response (% of control), % at 10 µM. hit rate 1.1% among 290,000; in the data active = binding response below about 67% or above about 130%
CRFR2-BP ag = CRF-BP/CRF-R2 complex agonism | HEK293 CRF-R2/CRF-BP, calcium dye fluorescence (FLIPR); percent of saturating CRF peptide response | activation, % at 13.2 µM | hit rate 0.46% among 350,000 | AID 588473;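 active = activation of at least 50%, plus an integration ratio under a set limit after plate pattern correction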;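 also: plate controls were neutral control wells without compound for no effect and CRF at EC100 for full effect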
CRFR2-BP antag = blocks CRF-induced signaling of the CRF-BP/CRF-R2 complex; HEK293 CRF-R2/CRF-BP, CRF-induced calcium fluorescence; inhibition, % at 11.8 µM; hit rate 0.59% among 350,000;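 active = inhibition of the ligand-induced calcium signal above about 50% at the single tested concentration, limit read from the data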
* = called active by the depositor; / = no result given; [ ] = another dose, or the depositor's remark. Some of the compounds tested (hit frequency here may not be typical).

Sample of the layout, three compounds:
SMILES | NS3 helicase inh | MEKK2 mut-MEK5 | MEKK3 PB1 HTS | GalR3 antag | SUMO HTRF inh | FID counter | MEKK2 WT-MEK5 | CRFR2-BP ag | CRFR2-BP antag
Cc1ccc(N2CCN(C(=O)c3ccccc3NC(=O)c3ccccc3C(=O)O)CC2)cc1 | -10.1 | -4.0 | 93.0 | 4.0 | 3.2 | -15.2 | 94.0 | 1.0 | -3.3
Cc1ccc(C)c(NC(=O)c2ccc3c(c2)N(Cc2ccc(F)cc2)C(=O)CS3=O)c1 (stereo not drawn) | 11.8 | 1.0 | 101.0 | 0.5 | 1.3 | -12.2 | 95.0 | 0.1 | 0.1
O=C(CN1CCN(S(=O)(=O)c2ccccc2)CC1)NC(=O)NC1CCCCC1 | 0.6 | -2.0 | 100.0 | -7.0 | 5.2 | -25.5 | 97.0 | 0.8 | -12.8

The listing, from the start:
SMILES | NS3 helicase inh | MEKK2 mut-MEK5 | MEKK3 PB1 HTS | GalR3 antag | SUMO HTRF inh | FID counter | MEKK2 WT-MEK5 | CRFR2-BP ag | CRFR2-BP antag
Cc1ccc(N2CCN(C(=O)c3ccccc3NC(=O)c3ccccc3C(=O)O)CC2)cc1 | -10.1 | -4.0 | 93.0 | 4.0 | 3.2 | -15.2 | 94.0 | 1.0 | -3.3
Cc1ccc(C)c(NC(=O)c2ccc3c(c2)N(Cc2ccc(F)cc2)C(=O)CS3=O)c1 (stereo not drawn) | 11.8 | 1.0 | 101.0 | 0.5 | 1.3 | -12.2 | 95.0 | 0.1 | 0.1
O=C(CN1CCN(S(=O)(=O)c2ccccc2)CC1)NC(=O)NC1CCCCC1 | 0.6 | -2.0 | 100.0 | -7.0 | 5.2 | -25.5 | 97.0 | 0.8 | -12.8
CCC(C)(C)NC(=O)C(c1ccc(O)cc1)N(Cc1ccco1)C(=O)CCC(=O)Nc1ccccn1 (stereo not drawn) | 3.2 | -7.0 | 100.0 | -9.7 | 10.8 | -33.3 | 93.0 | -0.1 | 1.7
CCOC(=O)C1(CCCc2ccccc2)CCN(C(=O)c2cnn(CC)c2)CC1 | -3.4 | -13.0 | 106.0 | -8.4 | -4.2 | -56.6 | 91.0 | -1.8 | 2.0
CCOC(=O)c1cnc(-c2ccccc2)[nH]c1=O | -5.4 | 7.0 | 100.0 | -2.8 | 12.2 | -1.8 | 102.0 | 2.0 | 12.2
CCC(=O)Nc1nc2ccc(S(C)(=O)=O)cc2s1 | 2.8 | 5.0 | 124.0 | 0.8 | 2.9 | -4.0 | 108.0 | 1.1 | -1.6
COc1cc(/C=C(\C#N)c2nnc(N3CCOCC3)n2-c2ccccc2)ccc1O | -0.4 | 0.0 | 94.0 | -1.0 | -17.8 | -26.7 | 84.0 | 14.1 | 7.5
CS/C(=C\[N+](=O)[O-])Nc1ccc(F)cc1 | 20.5 | 3.0 | 96.0 | 1.6 | 21.7 | -8.9 | 98.0 | 3.5 | 0.7
Cc1ccc(C)c(NC(=O)C(Sc2ncnc3ccccc23)c2ccccc2)c1 (stereo not drawn) | 1.7 | 0.0 | 108.0 | / | 14.5 | 1.5 | 101.0 | 4.0 | -4.0
COc1ccccc1N1CCN(/N=C(\C)c2ccc(O)cc2)CC1 | -11.4 | 3.0 | 99.0 | -6.9 | -3.1 | -26.3 | 97.0 | -0.9 | 33.0
CCC(C)(C)n1nnnc1C(c1ccc(C)cc1)N1CCC(C)CC1 (stereo not drawn) | -6.2 | -1.0 | 100.0 | -8.2 | -3.4 | -21.7 | 103.0 | -1.9 | -46.1
COC(=O)c1cc(Br)c(=O)n(Cc2ccco2)c1 | 1.1 | 1.0 | 98.0 | -2.4 | 26.6 | -3.0 | 102.0 | -2.0 | 4.0
Nc1nc2c(ncn2COC(CO)CO)c(=O)[nH]1 | 1.5 | 4.0 | 69.0 | 0.1 | 16.6 | -3.1 | 86.0 | -2.4 | 6.4
CCOCCCNC(=S)NCCCNc1nc2c(C)c(C)ccc2cc1C#N | 1.3 | 9.0 | 106.0 | -6.5 | 28.4 | 17.9 | 110.0 | 0.1 | -18.9
O=C(CCCN1C(=O)/C(=C/c2cccs2)SC1=S)Nc1ccccn1 | -6.3 | -13.0 | 98.0 | 5.7 | 1.7 | 7.5 | 86.0 | -1.9 | -2.5
O=c1cc(-c2cccc(Br)c2)oc2cccc(O)c12 | / | 1.0 | 99.0 | -4.9 | -13.2 | / | 99.0 | 0.4 | -2.1
Cc1ccc(C(=O)COC(=O)c2cnccn2)cc1 | 7.7 | 5.0 | 113.0 | -2.9 | 8.2 | -4.9 | 115.0 | -3.5 | 23.2
COc1ccc(N(CC(=O)Nc2ccc(C(C)C)cc2)S(=O)(=O)c2c(C)noc2C)cc1 | -14.2 | 6.0 | 100.0 | -7.2 | -9.3 | -23.7 | 105.0 | 5.3 | -18.2
S=C(NCCCN1CCOCC1)Nc1ccc(-c2nc3ccccc3[nH]2)cc1 | -8.6 | 2.0 | 92.0 | -1.0 | -2.4 | 23.0 | 101.0 | -2.5 | 3.3
CN1c2ccc([N+](=O)[O-])cc2C(C)(C)C12C=Cc1cc(C(=O)O)ccc1O2 (stereo not drawn) | 19.0 | 11.0 | 114.0 | -10.2 | 10.0 | -22.6 | 105.0 | -1.5 | 22.0
Cc1ccc(CN2CC(C(=O)N3CC=C(c4ccccc4)CC3)CC2=O)cc1 (stereo not drawn) | -9.8 | 3.0 | 101.0 | -1.8 | 1.6 | -45.5 | 103.0 | -0.6 | -6.6
CCOC(=O)c1c(C)[nH]c(C(=O)COC(=O)c2ccccn2)c1C | -2.1 | -6.0 | 95.0 | 8.3 | -5.4 | -16.7 | 97.0 | -2.2 | -14.8
O=C(O)c1ccccc1OC(C(=O)Nc1cc(Cl)cc(Cl)c1)c1ccccc1 (stereo not drawn) | 2.8 | 1.0 | 101.0 | -5.6 | 17.1 | 1.0 | 100.0 | 4.5 | -9.2
O=C(Nc1ccncc1)c1ccccc1-c1ccccc1 | -1.9 | 2.0 | 102.0 | -5.3 | 26.3 | -2.1 | 100.0 | -0.6 | -0.2

(listing goes on)
SMILES | NS3 helicase inh | MEKK2 mut-MEK5 | MEKK3 PB1 HTS | GalR3 antag | SUMO HTRF inh | FID counter | MEKK2 WT-MEK5 | CRFR2-BP ag | CRFR2-BP antag
O=C(NCCCNCc1ccccc1)c1ccc(/C=N/O)nc1 | -0.8 | -4.0 | 93.0 | -3.1 | 17.4 | -5.9 | 102.0 | 0.1 | -7.8
CCN1CCN(C(c2cccs2)C(C)NS(=O)(=O)c2ccc(F)cc2)CC1 (stereo not drawn) | -7.8 | 7.0 | 105.0 | / | -12.5 | 7.0 | 110.0 | -0.1 | 12.5
Cc1cccc(C(=O)NNS(=O)(=O)c2ccccc2[N+](=O)[O-])c1 | 23.1 | 1.0 | 85.0 | 3.0 | 15.6 | -8.0 | 94.0 | -1.5 | -8.9
COc1ccccc1CC(=O)NCCc1c[nH]c2ccccc12 | 7.3 | 3.0 | 103.0 | -5.5 | 0.0 | -14.3 | 101.0 | -3.1 | 8.0
CC1=NN(c2ccccc2)C(=O)/C1=C\C=C1\N(C)c2ccccc2C1(C)C | -3.9 | 32.0 | 109.0 | 3.1 | 1.0 | -23.1 | 99.0 | 45.7 | -99.0
O=[N+]([O-])c1ccc(-c2nnc(CNC3CCCC3)o2)cc1 | 22.0 | -4.0 | 105.0 | -4.9 | 2.0 | 3.8 | 101.0 | -0.7 | 4.8
NS(=O)(=O)c1ccc(CCNC(=O)c2ccc3c(c2)N(Cc2ccccc2)CCS3)cc1 | -0.2 | 3.0 | 102.0 | -1.7 | -18.6 | -32.3 | 100.0 | 0.7 | 8.7
Cc1n[nH]c(C)c1CCC(=O)N/N=C/c1cccc([N+](=O)[O-])c1 | 4.3 | 0.0 | 103.0 | -7.3 | 9.0 | -1.9 | 102.0 | -1.7 | 37.5
O=S1(=O)N=C(N(CCO)/N=C/c2ccncc2)c2ccccc21 | 3.6 | -2.0 | 96.0 | -3.9 | 19.7 | -0.8 | 98.0 | 0.1 | 5.0
Cn1c(SCC(=O)NC2CCCCC2)nnc1-c1cc2cc(Cl)ccc2o1 | 0.6 | 2.0 | 100.0 | -2.7 | 18.6 | -4.5 | 97.0 | -0.9 | 0.9
CCN1CCN(CCCOc2ccc(Cl)cc2Br)CC1 | -4.6 | -3.0 | 119.0 | -7.8 | 1.5 | 19.1 | 117.0 | 0.5 | -4.0
CN(C)c1ccc(NC(=O)CSc2nc3ccccc3c(=O)n2CC2CCCO2)cc1 (stereo not drawn) | -8.7 | 2.0 | 101.0 | -2.7 | 4.6 | -24.5 | 105.0 | -4.2 | 8.1
Cc1cc(C)c(NC(=O)NC(=O)C(Cl)(Cl)Cl)c(C)c1 | 0.1 | -4.0 | 92.0 | 0.0 | 0.2 | 0.0 | 90.0 | -0.7 | -9.4
COc1cc(/C=C/C(=O)N2CCCC2)cc(OC)c1OC | 7.2 | -11.0 | 85.0 | 4.2 | -0.5 | -6.9 | 92.0 | -1.9 | 21.8
CCc1cccc(OCCCCNCCCOC)c1 | 0.2 | -1.0 | 101.0 | -4.9 | 16.0 | 11.7 | 104.0 | -6.0 | 8.3
CC(Oc1ccc2c(-c3ccccc3)cc(=O)oc2c1)C(=O)N1CCC[C@@H]1C(N)=O (stereo partly drawn) | -2.9 | 6.0 | 103.0 | 0.0 | -0.5 | -26.7 | 109.0 | 0.9 | -3.4
O=C(CSc1ccccn1)Nc1ccc2c(c1)C(=O)c1ccccc1C2=O | 12.8 | 1.0 | 102.0 | -1.2 | 37.7 | 7.6 | 101.0 | 3.2 | -8.1
O=C(CC(O)(C(F)(F)F)C(F)(F)F)Nc1ccc(Cl)c(Cl)c1 | 0.1 | -2.0 | 99.0 | 58.6* | -6.6 | 1.4 | 98.0 | 49.4 | 5.5
CCC(C)NS(=O)(=O)c1ccc(OC)c(Cl)c1Cl (stereo not drawn) | 5.4 | 1.0 | 102.0 | 4.6 | 1.1 | -3.0 | 98.0 | -0.9 | 3.4
CCN(CC(=O)Nc1ccc(OC)cc1)CC(=O)Nc1ccc(Br)cc1F | -24.6 | 6.0 | 106.0 | -2.8 | 5.9 | -25.9 | 105.0 | 0.0 | -5.0
CCCC[C@H](CN(N=O)[C@@H](Cc1ccccc1)CN(C)N=O)N(CCc1ccccc1)N=O | -13.3 | 6.0 | 107.0 | -5.6 | -7.6 | -10.1 | 104.0 | 2.3 | -2.5
O=C(c1ccc(-n2cncn2)c([N+](=O)[O-])c1)N1CCN(S(=O)(=O)c2ccc(Cl)cc2)CC1 | 6.1 | 9.0 | 104.0 | -0.1 | 9.8 | -25.9 | 111.0 | 1.1 | 5.9
COc1cc(CNc2ccc3[nH]c(=O)[nH]c3c2)ccc1OCc1ccccc1Cl | -11.9 | -5.0 | 101.0 | -7.5 | -0.9 | -21.2 | 101.0 | 0.1 | -29.3
CCN(CC)CCNc1nc(C(F)(F)F)nc2c1nnn2Cc1ccccc1 | -33.4 | 7.0 | 110.0 | -12.4 | 1.4 | 19.0 | 124.0 | 3.3 | -13.8
N#CCCN(Cc1ccncc1)C(=S)NC1CC2C=CC1C2 (stereo not drawn) | 4.9 | -53.0 | 47.0*[inhibitor] | -5.5 | 10.8 | 0.6 | 55.0 | 2.4 | 6.2
Cc1occc1C(=O)Nc1ccc(OCc2ccccc2)cc1 | -3.0 | 3.0 | 101.0 | -0.3 | 9.0 | -16.6 | 98.0 | -4.3 | 31.6
CCc1ccc(S(=O)(=O)N/N=C\c2cn(CC(N)=O)c3ccccc23)cc1 | -17.8 | 4.0 | 101.0 | 0.0 | -5.0 | -3.8 | 104.0 | 1.0 | -0.4
